# a7 integrin act: integrin-mediated muscular dystrophy alleviation activation; alpha7betagal myoblasts, beta-gal FDG fluorescence, 48 h; Potency, µM (series often up to 38.3 µM), for inactives: top-dose activation, actives largely listed as activators; actives 0.064% (n = 350,000); AID 624291;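 also: potency is read from the fitted curve at half-maximal effect; 100% = response of the positive control SU9516; nearly all actives have a fitted effect of over 60% in size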
#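 alpha7betagal+/- myoblasts (passage 13, 250/well) treated 48 h at 37C with compounds at 1:260 dilution of DMSO stock. Lysed, then beta-galactosidase activity read as FDG fluorescence (ex 480/em 540) after 30 min, with pre-read for autofluorescence.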
# B2AR arrestin: agonists driving beta-arrestin recruitment to human beta2-adrenergic receptor. P07550. beta-arrestin recruitment to beta2AR, cell-based reporter. Potency, µM (doses to about 46.1 µM), for inactives: at the highest dose activation, hits mostly activators. actives 0.02% (n = 330,000);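 also: potency is read from the fitted curve at half-maximal effect; 0% = DMSO controls and full agonism = EC100 isoproterenol or metaproterenol; nearly all actives have a fitted effect of over 65% in size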
# Target sequence (P07550 whole entry, looked up): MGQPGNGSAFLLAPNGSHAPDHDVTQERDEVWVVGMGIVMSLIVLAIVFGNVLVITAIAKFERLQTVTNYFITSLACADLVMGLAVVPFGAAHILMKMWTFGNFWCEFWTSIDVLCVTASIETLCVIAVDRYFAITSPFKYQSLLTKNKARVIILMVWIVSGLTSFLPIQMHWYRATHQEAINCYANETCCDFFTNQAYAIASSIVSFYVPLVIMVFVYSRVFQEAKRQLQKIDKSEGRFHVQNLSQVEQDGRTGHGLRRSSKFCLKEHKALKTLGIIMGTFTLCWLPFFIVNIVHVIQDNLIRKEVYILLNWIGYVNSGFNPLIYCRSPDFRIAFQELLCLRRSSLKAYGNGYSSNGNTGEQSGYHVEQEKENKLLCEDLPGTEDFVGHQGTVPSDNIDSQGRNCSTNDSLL
# TSG101-PTAP inh: blocks PTAP/TSG101 interaction to inhibit HIV-1 budding. Q99816. Fluorescence polarization, FITC-PTAP peptide / Tsg101 binding. Potency, µM (top dose mostly 115 µM), without a hit: at the top dose activity change, negative = inhibition, usual class: inhibitors. AID 493005. 340,000 tested, under 10 active; active = well fitted inhibition curve with a large enough effect in the main read-out, with a control signal flat, not every such curve was filed as active; inconclusive = small, poorly fitted or top-dose-only effect, or effect the other way, or a change in a side signal; inactive = no such curve, though single readings can be large or run the other way; also: potency is read from the fitted curve at half-maximal effect; % of control where 0% means no effect
# Target sequence (Q99816 whole entry, looked up): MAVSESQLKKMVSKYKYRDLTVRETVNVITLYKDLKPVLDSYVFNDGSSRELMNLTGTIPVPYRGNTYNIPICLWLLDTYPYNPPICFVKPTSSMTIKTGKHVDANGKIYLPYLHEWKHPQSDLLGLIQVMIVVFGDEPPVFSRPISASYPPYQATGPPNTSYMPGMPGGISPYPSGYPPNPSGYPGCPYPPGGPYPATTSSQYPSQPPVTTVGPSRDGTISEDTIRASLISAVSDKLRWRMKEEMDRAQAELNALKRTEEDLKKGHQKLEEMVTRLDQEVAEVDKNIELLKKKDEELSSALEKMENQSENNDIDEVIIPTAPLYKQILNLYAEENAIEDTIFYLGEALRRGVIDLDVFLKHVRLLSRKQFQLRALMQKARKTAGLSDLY
#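 Tsg101 binding domain (10 uM final) was mixed with compound and a FITC-labeled PTAP peptide (50 nM final) in HEPES pH 7.5 buffer with NaCl, Tween 20, EDTA and TCEP; fluorescence polarization was read after 20 min at r.t.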
# TCR activator: T cell receptor activation. primary human leukocytes, anti-CD3, IL-2 HTRF, 48 h. Potency, µM (doses to about 9.22 µM), for the others: top-dose activation of IL-2 secretion, usual class: activators. 330,000 tested, under 10 active. AID 504894; also: % of control where 0% means no effect
#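 IL-2 produced over 48 hr by a-CD3 bead-stimulated primary human leukocytes exposed to compounds was detected with a homogeneous time-resolved FRET immunoassay, 665nm acceptor signal after 320nm excitation.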
# TRPV1 agonist: agonists of human vanilloid receptor 1 (TRPV1) | TRPV1-expressing cells, Fluo-8 calcium influx, agonist mode | AID 540275 | actives 0.19% (n = 320,000) | Q8NER1 | activation, % at 8.33 µM; in the data active = activation above about 80%; inconclusive = between about 30% and that limit; also: 0% is about no effect
#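 Fluo-8 calcium influx in TRPV1-expressing cells, kinetic read (ex 480/em 520 nm). Compound added and read 3 min for agonist activity, followed by capsaicin at EC20 final and 2 min further read for enhancement.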
# A-T KAP1 phos: potential ataxia-telangiectasia treatments restoring KAP-1 phosphorylation; […] A-T fibroblasts, KAP-1 phosphorylation AlphaLISA; neocarzinostatin DNA damage 30 min before lysis; actives 0.19% (n = 320,000); Potency, µM (series often up to 57.5 µM), inactives show at the highest dose activation, most hits filed as activators; AID 485349; also: potency is read from the fitted curve at half-maximal effect; % of control where 0% means no effect; nearly all actives have a fitted effect of over 45% in size
#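 hTERT-immortalized A-T patient fibroblasts ([…]), 500 cells/well in OPTI-MEM, 1% FBS, got compounds for 60 min, then NCS for 30 min at 37C. Lysates were then assayed for phospho-KAP-1 by AlphaLISA (anti-pKAP1 donor, anti-KAP1 acceptor beads), 6 hr at 25C.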
# ELG1 repair inh: ELG1-dependent DNA repair inhibition; HEK293T ELG1-luciferase reporter, luminescence, 16 h; DNA damage induced by 5-fluorouridine; Potency, µM (top dose mostly 46.1 µM), inactives show top-dose activity change, negative = inhibition, most hits filed as inhibitors; actives 2.3% (n = 330,000); AID 504467; also: potency is read from the fitted curve at half-maximal effect; % is scaled to controls: 0 for no effect and ±100 for the full control effect; nearly all actives have a fitted effect of over 55% in size
#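 HEK293T cells expressing luciferase-tagged ELG1 (2,000/well) received 5-Fluorouridine plus compound or DMSO for 16 hr at 37 °C. Luciferase was read by ONE-Glo luminescence after 30 min at room temperature.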
# CXXC DNA block: MLL CXXC-DNA interaction inhibition. AID 2662. MLL-CXXC / FITC-HOXA9 DNA fluorescence polarization. Potency, µM (series often up to 115 µM), inactives show top-dose activity change, negative = inhibition, usual class: inhibitors. actives 0.037% (n = 290,000). Q03164; active = well fitted inhibition curve with a large enough effect in the polarisation, with a control signal flat, not every such curve was filed as active; inconclusive = small, poorly fitted or top-dose-only effect, or effect the other way, or a change in a side signal; inactive = no such curve, though single readings can be large or run the other way; the % refers to the polarisation; also: potency is read from the fitted curve at half-maximal effect
#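 Steps: dispense CXXC domain solution (7 uM) → pin compounds or unlabeled HOX-A9 DNA control → 5 min ambient → add FLSN-HOX-A9 solution (50 nM) → spin → 30 min ambient → fluorescence polarization. Tris pH 7.5/NaCl/DTT/BSA buffer.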
# p53 reactivation: mutant p53 re-activation in reporter cells. AID 504706. Potency, µM (titrated, usually from 92.2 µM), for inactives: top-dose activity change, positive = activation, actives largely listed as activators. H1299 p53-A138V BP100-luciferase reporter, luminescence, 24 h. actives 0.063% (n = 320,000); also: potency is read from the fitted curve at half-maximal effect; % of control where 0% means no effect; nearly all actives have a fitted effect of over 45% in size
#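 H1299 (p53-null), stable ts p53-A138V + BP100-Luc; 1000 cells/well, Opti-MEM/10% FBS; cpd 4 pt, 1:5; 24 h, 37 deg C, 5% CO2; detection reagent 10 min RT; luminescence.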
# BRCA1 expr up: increases BRCA1 expression; MCF7-BRCA1-FFLuc reporter, luminescence, 48 h; response scale: scaled: vehicle 0%, 10 µM genistein 100%; Potency, µM (highest dose often 46.1 µM), for inactives: top-dose activation, most hits filed as activators; actives 1.1% (n = 380,000); also: potency is read from the fitted curve at half-maximal effect; nearly all actives have a fitted effect of over 80% in size; some results filed as inactive show a strong effect at the top dose
#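 Luminescence from a BRCA1-driven firefly luciferase in MCF7 cells was the read-out, taken 15 min after substrate addition following 48 h compound exposure at 37 °C. Data were normalized to a 10 microM genistein control and DMSO vehicle.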
# * marks the source's active call; other numbers are inactive results; u = inconclusive; x = no result given; & = joins results of further samples; [ ] = another dose, or the depositor's remark. Unless noted, calls follow the shape of the dose curve; as a rule, active = well fitted curve in the direction sought with a large enough effect; inconclusive = small, poorly fitted or top-dose-only effect, or another doubt; inactive = no such curve, though single readings can be large; an effect the other way counts as inactive or inconclusive. Outcome played no part in choosing rows. Share with any hit: about 3.8%.
SMILES,a7 integrin act,B2AR arrestin,TSG101-PTAP inh,TCR activator,TRPV1 agonist,A-T KAP1 phos,ELG1 repair inh,CXXC DNA block,p53 reactivation,BRCA1 expr up
Cc1ccccc1-n1ncc(C(C)NS(=O)(=O)c2ccccc2Cl)c1C (configuration not stated),-6%,0.0%,1%,1%,3,2%,1%,9%,-2%,-22%
COc1ccccc1N1CCN(S(=O)(=O)CC23CCC(CC2=O)C3(C)C)CC1 (configuration not stated),-29%,0.0%,-11%,-7%,17,-5%,-10%,-1%,-9%,2%
CC(C)n1nnnc1SCC(=O)NCCc1ccccc1,14%,-0.9%,1%,4%,11,5%,u,2%,14%,64%
COc1ccc(-c2nc(C#N)c(N3CCCCCC3)o2)cc1,-18%,-0.2%,-3%,1%,u,11%,u,3%,-5%,42%
COCCCn1c(=O)c2sccc2n(Cc2ccccc2)c1=O,-4%,-0.2%,3%,x,3,4%,-10%,-7%,-4%,29%
Cc1ccc(C(=O)OCC(=O)Nc2ccc3[nH]c(=O)[nH]c3c2)cc1S(=O)(=O)N1CCOCC1,11%,2.8%,-4%,1%,1,-3%,0%,x,11%,3%
COc1ccccc1N/C(N)=N/c1nc(C)cc(C)n1,-4%,-0.4%,-1%,7%,-2,-8%,1%,-4%,-5%,-18%
COc1nonc1NCn1nc(C)cc1C,5%,-0.1%,-6%,-8%,1,0%,-2%,2%,4%,26%
O=C1/C(=C/c2cccs2)CCC1C1CCCC1 (configuration not stated),-3%,0.2%,1%,-11%,11,6%,u,6%,u,71%
CC(Sc1nc2ccccc2c(=O)n1CC1CCCO1)C(=O)N(C)Cc1ccccc1 (configuration not stated),-25%,-0.2%,-1%,5%,-5,8%,u,x,-10%,-28%
Cc1nnc(SCc2ccc(Cl)c(Cl)c2)s1,-13%,-0.4%,-2%,1%,25,2%,u,-2%,5%,87%
Cc1cc(C)n(-c2ccc(C(=O)N3CCc4ccccc43)cc2)n1,10%,-0.1%,5%,-8%,15,-6%,19%,8%,u,20%
COc1ccc([N+](=O)[O-])cc1C(=O)Nc1ccc(OCC(=O)N2CCOCC2)cc1,18%,-0.4%,-2%,3%[46.1 µM],-2,-2%,-1%,-6%,-8%,-33%
O=C(NCc1ccccc1)C(c1ccncc1)N(C(=O)c1csnn1)C1CC1 (configuration not stated),15%,-0.3%,-9%,1%,1,-8%,18%,-4%,-4%,0%
CCCCN(C(=O)c1sc2nc3n(c(=O)c2c1C)CCC3)c1c(N)n(CC(C)C)c(=O)[nH]c1=O,8%,-0.2%,-2%,2%,0,-1%,21%,x,-3%,-5%
Cc1c(N2C(=O)C(=O)/C(=C(/O)c3ccccc3)C2c2ccc(F)cc2)c(=O)n(-c2ccccc2)n1C (configuration not stated),4%,0.2%,-1%,-6%[46.1 µM],-1,1%,17%,5%,11%,-9%
CC(C)OCC1CC(CC(=O)NC(=S)Nc2cccc([N+](=O)[O-])c2)C(=O)O1 (configuration not stated),-1%,-0.7%,-4%,-7%[46.1 µM],5,2%,-1%,4%,-7%,-4%
N#Cc1ccc(CSc2nnc(-c3ccccn3)n2-c2ccc(Cl)cc2)cc1,11%,-0.4%,-4%,17%,27,2%,-13%,0%,-29%,-32%
CCOC(=O)N1CCN(C(=O)c2ccccc2N(Cc2ccccc2)S(=O)(=O)c2ccccc2)CC1,-20%,0.5%,-5%,3%,12,4%,-19%,3%,-1%,-32%
O=C(COc1ccccc1)Nc1ncccn1,44%,-0.1%,-5%,1%,-6,x,u,7%,10%,10%
CC(=O)Nc1ccccc1-c1nn[nH]n1,12%,0.3%,-4%,0%,-6,x,1%,-2%,-2%,3%
Cc1ccc(NCCCn2ccc(NC(=O)OCc3ccccc3)nc2=O)cc1C,12%,x,0%,-2%,x,x,x,x,x,4%
CCOC(=O)c1c(-c2ccccc2)nc2cc(C)ccn12,-8%,0.4%,-5%,-38%,8,11%,u,-12%,17%,94%
O=[N+]([O-])c1ccc(O)c(/C=N/NC(=S)Nc2ccc(Cl)cc2Cl)c1,2%,-0.2%,-1%,5%,4,6%,2.9µM*,-16%,15%,-60%
CCOC(=O)c1ccc(NC(=S)N2CCC(C(N)=O)CC2)cc1,0%,-1.5%,0%,0%[46.1 µM],2,8%,23%,2%,0%,-18%
# Later entries.
SMILES,a7 integrin act,B2AR arrestin,TSG101-PTAP inh,TCR activator,TRPV1 agonist,A-T KAP1 phos,ELG1 repair inh,CXXC DNA block,p53 reactivation,BRCA1 expr up
CCC1CCc2c(sc(NC(=O)c3ccoc3C)c2C(N)=O)C1 (configuration not stated),8%,-0.3%,2%,2%,21,-1%,u,15%,16%,-42%
O=C(O)c1ccc(Cl)c(NCc2ccncc2)c1,5%,-0.4%,-5%,9%,-5,17%,8%,-9%,4%,-12%
Cc1ccc(CNC(=O)CN(C(=O)C2(C)CC(=O)N=C3C=CC=CN32)c2cccc(C)c2C)cc1 (configuration not stated),-3%,0.2%,0%,3%,-5,14%,13%,-2%,11%,-25%
Cc1ccc(NC(=S)N=Nc2c(O)[nH]c3ccccc23)cc1,-52%[inhibitor],0.0%,-6%,4%,3,-4%,-5%,1%,0%,0%
COc1ccc(C(=O)Nc2cccc(/C=C(\CCC(=O)O)c3nc4ccccc4s3)c2)cc1,21%,0.3%,-4%,4%,2,-1%,u,-7%,8%,u
CC1(C)C(=O)Nc2ccccc2N1C(=O)CN1C(=O)c2ccccc2C1=O,-18%,0.4%,-6%,-1%,1,3%,-3%,0%,4%,15%
Cc1cc(-c2ccc([N+](=O)[O-])cc2)cc(C)n1,8%,x,-7%,-2%,x,x,x,x,x,0%
COc1ccc(S(=O)(=O)N2c3ccccc3OCC2c2ccccc2)cc1 (configuration not stated),0%,0.1%,-3%,0%,u,-2%,u,-2%,-1%,-81%
CN1CCSc2ccc(C(=O)NCc3cccc(Br)c3)cc21,5%,-0.1%,0%,3%,3,1%,-1%,x,x,33%
CS(=O)(=O)N(CCc1ccccc1)CC(=O)N1CCN(c2ccccc2F)CC1,-13%,0.0%,0%,8%,5,5%,u,-4%,u,2%
O=C(CSc1ccccc1)N[C@@H](Cc1ccccc1)C(=O)O,22%,-0.4%,0%,-3%,-3,-11%,17%,-11%,-1%,25%
CCN(c1ccccc1)S(=O)(=O)c1ccc(OC)c(NC(=O)C2=NN(c3ccccc3)C(=O)CC2)c1,24%,-0.2%,-1%,1%,3,-2%,u,x,5%,-29%
CCCCOC(=O)C1CN(c2ccccc2)N=C1C(C)=O (configuration not stated),-7%,-1.0%,-6%,-9%,u,7%,0%,0%,-2%,-14%
O=C1OC(c2ccccc2)=NC12CC2c1ccc(Cl)cc1 (configuration not stated),10%,3.8%,-5%,-7%[46.1 µM],16,u,-20%,22%,-12%,-64%
CC(NC(=O)COC(=O)c1ccccc1F)C1CC2CCC1C2 (configuration not stated),1%,-0.6%,-3%,x,x,1%,0%,x,5%,4%
CC(=O)NC(c1cccs1)c1cc(F)c2cccnc2c1O (configuration not stated),x,u,-9%,-4%,1,-15%&3%,u,x,5%,-75%
CSc1ccccc1-c1nnc(-c2ccc(Cl)cc2)o1,14%,-0.5%,-1%,-2%,u,6%,u,u,u,72%
Nc1c(S(=O)(=O)c2cccs2)c2nc3ccccc3nc2n1/N=C/c1cccc(O)c1,-46%[inhibitor],0.0%,-2%,-2%,0,19%,18µM*,-16%,-6%,-92%
CCc1ccccc1NC(=O)CN(C)C(=O)c1cccc(S(=O)(=O)N2CCCCCC2)c1,-15%,-0.2%,0%,-4%,7,2%,-1%,x,1%,-12%
CCCCc1cc(=O)oc2cc(OCC(=O)N(CC)CC)ccc12,-20%,0.5%,-10%,9%,1,-6%,u,19%,-2%,4%
N=C(SC1CC(=O)N(c2ccc(F)cc2)C1=O)N1N=C(c2ccccc2)CC1c1ccccc1 (configuration not stated),9%,0.0%,-9%,-2%,-5,14%,u,11%,2%,15%
O=C(COc1cccnc1[N+](=O)[O-])NCc1ccccc1,-12%,-0.7%,-5%,-5%,-3,57%,u,7%,0%,-3%
COc1cccc(-c2ccc(NC(=O)C3CCCN(CCCn4nc(C)cc4C)C3)cc2)c1 (configuration not stated),-51%[inhibitor],-0.7%,-1%,-4%,4,-5%,u,-2%,11%,29%

# Assay outcomes as filed in PubChem BioAssay.
